5HT1E antag: 5-HT1E receptor antagonists, primary screen, cell-based, HTS. 5-hydroxytryptamine receptor 1E (Homo sapiens), P28566. CHO 5-HT1E Ga15 NFAT-bla reporter, FRET, antagonist. inhibition, % at 6 µM. 65,000 tested, 0.99% active. AID 571, 2007;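 active = inhibition above a set limit, the mean inhibition across every tested compound plus 3 SD, cut at about 29% in these data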;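 note: signal is the 460 over 535 nm emission ratio of beta-lactamase substrate; 0% = agonist plus DMSO wells and 100% = wells without agonist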
S1P1 ag-PAM: S1P1 agonists and agonism potentiators, primary screen, cell-based, primary and confirmation screens, CRE-bla reporter; S1P1 CRE-bla cells, forskolin, beta-lactamase FRET, potentiator mode; S1P1 agonist co-added at EC20, 2 nM; 100% = saturating reference agonist, 0% = basal; activation, % at 9.5 µM; 56,000 tested, 0.57% active; AID 449, 2006;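 active = activation above a cutoff set at the mean activation of all tested compounds plus 3 SD, cut at about 54% in these data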;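 note: forskolin at 4 µM as EC80 and the EC20 agonist is SEW2871; 100% = SEW2871 at its EC100 plus forskolin at EC80; some compounds past the cut are filed as inactive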
Target sequence (P21453 whole entry, looked up): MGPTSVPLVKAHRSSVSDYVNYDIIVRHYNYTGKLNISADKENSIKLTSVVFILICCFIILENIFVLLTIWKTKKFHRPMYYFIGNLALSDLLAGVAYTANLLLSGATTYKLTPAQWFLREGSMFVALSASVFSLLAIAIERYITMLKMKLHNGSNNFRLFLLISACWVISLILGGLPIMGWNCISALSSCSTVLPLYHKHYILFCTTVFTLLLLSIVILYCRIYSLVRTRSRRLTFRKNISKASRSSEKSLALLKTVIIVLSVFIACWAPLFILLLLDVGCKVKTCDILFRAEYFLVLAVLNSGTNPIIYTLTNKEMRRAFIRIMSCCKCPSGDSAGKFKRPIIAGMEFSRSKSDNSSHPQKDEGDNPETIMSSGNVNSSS
Jurkat tox 60K: cytotoxicity toward Jurkat T cells, primary screen, cytotoxicity control, cell-based, Jurkat E6.1, 60K MLSMR library | inhibition, % at 4 µM | Jurkat E6.1 viability, ATP luminescence, 48 h | 56,000 tested, 1.2% active | AID 463, 2006;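 active = inhibition above the mean inhibition of all tested compounds plus 3 SD, cut at about 28% in these data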
HEK293 NFkB inh: inhibitors of PMA/ionomycin-induced NF-kB reporter, primary screen, antigen receptor NF-kB inhibitor project, cell-based, HEK-293 luciferase reporter, luminescence; HEK-293 NF-kB luciferase reporter; inhibition, % at 3 µM; 62,000 tested, 0.21% active; AID 465, 2006;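 active = inhibition above the mean of all tested compounds plus 3 SD, cut at about 40% in these data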;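 note: 0% = stimulated DMSO wells and 100% = 10 µM reference inhibitor 5653914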
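Material: HEK-293 cells with stable firefly luciferase reporter driven by four HIV NF-kB elements / Also added: PMA plus ionomycin mix as NF-kB-activating stimulus / Compound dosing: 3 µM once, 0.30% DMSO / Times: 1 h pretreatment, 16 h stimulation, 37 °C / Signal: luminescence / Evaluation: per-plate % inhibition versus controls / Benchmarks: DMSO and 10 µM reference inhibitor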
Her2 expr inh: inhibitors of Her2 protein expression, primary screen, SKBR-3 cells, AlphaScreen, 66K library. HER2 level % of control, % at 10 µM. 65,000 tested, 0.69% active. Receptor tyrosine-protein kinase erbB-2 (Homo sapiens), P04626. AID 645, 2007. SKBR-3 HER2 protein level, 18-24 h; hits give low values;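 active = HER2 level under 5% of the carrier-only control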;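 note: 100% = DMSO carrier and 0% = 500 nM PU-H71 HSP90 inhibitor; lower value means stronger loss of Her2 protein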
M1 antag: antagonists of rat M1 muscarinic receptor; Muscarinic acetylcholine receptor M1 (Rattus norvegicus), P08482; CHO-M1 cells, Fluo-4 calcium, ACh EC80 antagonist mode; hits give low values; B-score at 10 µM; 64,000 tested, 3.4% active;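 active = calcium fluorescence response, raw or row-and-column corrected B-score, differing from the plate sample mean either way at a set confidence level, mostly lower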
Target sequence (P08482 whole entry, looked up): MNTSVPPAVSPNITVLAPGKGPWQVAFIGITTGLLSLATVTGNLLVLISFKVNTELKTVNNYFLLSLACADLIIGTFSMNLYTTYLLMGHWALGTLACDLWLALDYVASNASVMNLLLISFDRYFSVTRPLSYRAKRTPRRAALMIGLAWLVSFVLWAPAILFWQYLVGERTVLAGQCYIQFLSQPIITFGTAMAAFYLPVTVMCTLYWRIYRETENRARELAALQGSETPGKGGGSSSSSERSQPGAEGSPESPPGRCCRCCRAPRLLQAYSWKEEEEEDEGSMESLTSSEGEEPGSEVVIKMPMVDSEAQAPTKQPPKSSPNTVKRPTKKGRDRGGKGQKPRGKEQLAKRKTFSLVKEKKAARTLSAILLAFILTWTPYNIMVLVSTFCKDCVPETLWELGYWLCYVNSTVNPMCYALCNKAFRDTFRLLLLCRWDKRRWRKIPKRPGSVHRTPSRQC
S1P3 ag: human S1P3 receptor agonists, primary screen, cell-based, primary and confirmation, NFAT-BLA reporter. 60,000 tested, 0.1% active. Sphingosine 1-phosphate receptor 3 (Homo sapiens), Q99500. S1P3 NFAT-BLA reporter cells, agonism, FRET ratio; relative to 1 µM S1P, basal subtracted. activation, % at 4.5 µM. AID 373, 2006;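 active = activation above the screen-wide mean plus 3 SD, cut at about 4.5% in these data, passing the limit was not always enough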; note: some compounds called inactive have numbers as strong as hits
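Assay system: CHO cells stably expressing human S1P3, Gα16 and NFAT-β-lactamase reporter. Timing: overnight plating, 4 h compound 37 °C, 2 h substrate RT. Signal: β-lactamase FRET emission ratio 460/535 nm. Measure: percent activation versus median 1 µM S1P response, basal-subtracted, per plate. Repeats: primary screen single test, confirmation screen in triplicate.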
5HT1E ag: 5-HT1E receptor agonists, primary screen, cell-based, HTS. CHO 5-HT1E Ga15 NFAT-bla reporter, FRET; 0% DMSO wells, 100% control agonist wells. AID 574, 2007. 5-hydroxytryptamine receptor 1E (Homo sapiens), P28566. 65,000 tested, 0.69% active. activation, % at 6 µM;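 active = activation above a set limit, the screen-wide mean activation plus 3 SD, cut at about 8.5% in these data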;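 note: 100% = positive control agonist at 1 µM giving full maximal response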
M1 ag: M1 muscarinic receptor agonists, primary screen, CHO-M1 cells, Fluo-4 calcium, agonist mode | Muscarinic acetylcholine receptor M1 | Fluo-4 calcium fluorescence; hits give high values | B-score at 10 µM | 64,000 tested, 3% active | AID 626, 2007;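 active = fluorescence rise, raw or as B-score row- and column-corrected plate score, outside the 99.7% band of its plate's samples, either direction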
* = called active by the depositor; nt = not tested or not shown.

SMILES	5HT1E antag	S1P1 ag-PAM	Jurkat tox 60K	HEK293 NFkB inh	Her2 expr inh	M1 antag	S1P3 ag	5HT1E ag	M1 ag
COc1cccc(C2CC(=O)Nc3cc4c(cc32)OCCO4)c1OC(C)C (centres undefined)	5.7	-22.9	10.1	10.1	67.7	0.369	-1.4	0.6	-0.0175
CCCCn1c(CCC(=O)O)ccc1-c1cccs1	7.9	0.7	-3.4	4.8	94.6	0.595	-0.7	-0.4	-0.139
O=C(CCNC(=O)Cn1ccc2ccccc2c1=O)NCCCN1CCN(c2ccc(F)cc2)CC1	1.2	-6.2	7.1	10.0	72.7	-0.68	-0.4	0.3	-0.228
CCOC(=O)c1nnn(-c2nonc2N)c1-c1cccs1	-1.2	-28.6	3.9	2.7	84.9	-0.0119	-0.5	-1.0	1.05
CC1CCN(CCNC(=O)CCS(=O)(=O)c2ccc(Br)cc2)CC1	1.9	-19.2	6.1	-10.5	95.5	-0.312	-1.3	-0.2	-0.479
COc1ccc(OC)c(NC(=O)CSc2nnc(Cc3cccn3C)n2-c2ccc(F)cc2)c1	7.6	0.0	-2.4	9.0	76.2	0.843	-0.4	1.1	0.0509
O=C(OCC(=O)N1CCN(C(=O)c2ccco2)CC1)c1sc2ccccc2c1Cl	-5.9	nt	nt	4.4	148.3	0.253	nt	0.3	-0.155
CCCC1CCC(c2nc(-c3cccnc3)no2)CC1 (centres undefined)	-3.3	51.9	-1.9	8.2	104.4	0.513	0.4	-0.3	0.593
O=C(NCc1cccs1)C1CC(=O)N(c2ccccc2)C1 (centres undefined)	-6.4	0.9	-8.2	7.2	85.8	0.395	0.5	0.6	0.151
O=C(O)C1C(c2ccccc2)C(C(=O)Oc2ccc(O)cc2)C1c1ccccc1 (centres undefined)	8.4	9.0	0.7	20.0	101.8	0.165	-0.3	-0.8	-0.0489
O=C(O)c1ccccc1S(=O)(=O)Cc1ccccc1	1.7	-3.3	3.5	14.7	92.7	0.15	-1.1	-0.3	-0.0174
CC1CCc2nc(NC(=O)C3CCCO3)sc2C1 (centres undefined)	10.8	11.4	5.8	-36.8	74.4	0.637	-0.8	0.4	-0.777
O=C1CC(c2cc3c(cc2Br)OCO3)C2=C(CCCC2=O)N1 (centres undefined)	6.8	-27.9	3.2	11.2	76.5	-1.13	-0.6	-0.2	0.953
Cc1cccc(NC(=O)C2CCCN2S(=O)(=O)c2cccc3cccnc23)c1 (centres undefined)	-1.2	2.6	-1.8	-0.5	95.8	0.736*	-0.5	1.3	0.721
CC(=O)c1sc(NC(=O)c2ccco2)nc1-c1ccccc1	0.2	8.4	-1.3	-8.1	120.5	-0.00051	-0.8	1.2	0.441
COc1ccccc1NS(=O)(=O)c1cc(Cl)ccc1OC	0.3	-1.5	-3.5	9.7	100.1	-0.743	-0.4	-0.6	0.607
O=C(Nc1ccc(Cl)cc1)N(Cc1cccs1)Cc1cccs1	12.4	nt	nt	8.4	109.1	0.315	nt	-0.3	-0.357
O=C(c1cc2ccccc2oc1=O)N1CCSC1c1ccco1 (centres undefined)	-0.6	-0.4	-7.5	15.9	107.4	1.73	-0.5	0.0	-0.971
Oc1ccccc1C1=Nc2ccccc2N=C(c2ccco2)C1	-0.2	-35.9	-3.4	1.6	89.3	0.0324	-0.3	0.1	-0.0364
CC(=O)N1CCCc2cc(S(=O)(=O)CCC(=O)N3CCN(c4cccc(C)c4)C(C)C3)ccc21 (centres undefined)	-2.5	-17.2	2.0	1.0	95.3	-1.45	-0.1	0.2	-0.189
CN(C)c1ccc(CN(C(=O)COc2ccc(Br)cc2)C2CCS(=O)(=O)C2)cc1 (centres undefined)	2.9	4.7	7.2	18.4	107.5	-0.61	-1.1	1.9	0.146
Cc1ccn2cc(-c3ccc(S(=O)(=O)N4CCOCC4)cc3)nc2c1	2.3	-20.6	0.8	-16.3	105.4	0.488	-0.3	0.4	0.895
CCCCNc1cc(=O)n(C)c(=O)n1C	-0.2	-30.9	9.2	13.2	101.2	-0.447	-0.8	0.4	-0.339
Cc1nnc2sc(-c3ccccn3)nn12	7.8	8.7	-4.3	-4.2	191.1	nt	-0.4	-0.1	nt
COc1cccc(Cn2c(NCc3ccco3)nc3c2c(=O)n(C)c(=O)n3C)c1	9.9	16.6	nt	nt	100.8	0.299	-4.0	-0.2	-0.0416
CCN(c1ccccc1)S(=O)(=O)c1ccc2[nH]cc(C(=O)NCCOC)c(=O)c2c1	1.1	nt	nt	16.5	71.3	0.456	nt	-0.2	-0.616
COc1ccc(CCNC(=O)CCn2c(=O)[nH]c3cc(OC)c(OC)cc3c2=O)cc1OC	-6.5	nt	nt	15.0	110.2	0.248	nt	0.0	0.698
CCC(Sc1ccc2nnc(-c3cccnc3)n2n1)C(=O)O (centres undefined)	-14.3	-6.2	-0.3	10.7	66.0	-0.0828	-0.1	0.7	0.931
CCSC(C)CC1CC(=O)CC(=O)C1 (centres undefined)	3.1	nt	3.4	4.5	94.1	-0.686	0.2	0.0	-0.0493
Cc1nn(C(=O)c2cccnc2)c(C)c1C	14.5	11.1	7.3	11.0	108.5	0.067	-0.5	-1.4	-0.00448

Record cards, from the list above. Screens in order: 5HT1E antag, S1P1 ag-PAM, Jurkat tox 60K, HEK293 NFkB inh, Her2 expr inh, M1 antag, S1P3 ag, 5HT1E ag, M1 ag
Results for COc1ccc(CCNC(=O)CCn2c(=O)[nH]c3cc(OC)c(OC)cc3c2=O)cc1OC → -6.5, nt, nt, 15.0, 110.2, 0.248, nt, 0.0, 0.698
Results for Cc1ccn2cc(-c3ccc(S(=O)(=O)N4CCOCC4)cc3)nc2c1 → 2.3, -20.6, 0.8, -16.3, 105.4, 0.488, -0.3, 0.4, 0.895
Results for CC(=O)N1CCCc2cc(S(=O)(=O)CCC(=O)N3CCN(c4cccc(C)c4)C(C)C3)ccc21 (centres undefined) → -2.5, -17.2, 2.0, 1.0, 95.3, -1.45, -0.1, 0.2, -0.189

Following part.
SMILES	5HT1E antag	S1P1 ag-PAM	Jurkat tox 60K	HEK293 NFkB inh	Her2 expr inh	M1 antag	S1P3 ag	5HT1E ag	M1 ag
O=C(CSc1nnc(NC(=O)C2CC2)s1)Nc1ccc(F)cc1	2.5	-9.6	-2.5	8.7	80.0	nt	-0.2	-0.6	nt
CN(C)CCNC(=O)C12CC3(C)CC(C)(CC(C)(C3)C1)C2	3.2	10.7	nt	nt	95.5	-0.943	-4.5	3.8	3.34*
CCSc1sccc1C1C(C#N)=C(N)N(c2cccnc2)C2=C1C(=O)CC(C)(C)C2 (centres undefined)	-2.6	-9.1	-3.0	15.2	130.2	-5.07*	-0.2	0.5	0.00521
COc1cc(NC(=O)C2COc3ccccc3O2)c(OC)cc1Cl (centres undefined)	10.5	-8.6	12.8	14.7	83.3	0.776	-1.1	-1.5	-1.04
COC(=O)C1C(O)=C(C=NC2CCCCC2)C(=O)CC1(C)C (centres undefined)	0.8	-6.3	-1.5	8.5	83.3	-1.06	-0.6	-2.4	0.567
CCN(Cc1ccccc1)C(=O)c1ccccc1C	6.4	9.0	0.7	13.2	97.0	0.0194	-1.7	-1.6	0.447
Cc1cccc(NC(=O)CNc2cc(C)ccc2C)c1	-8.0	nt	nt	9.2	67.9	-1.58	nt	-0.4	0.093
CN(C)C(=O)c1cc(S(=O)(=O)N(C)C)c(Cl)cc1N1CCCC1	-4.3	2.1	0.3	3.3	90.6	0.567	-0.9	0.4	0.486
COc1ccc(CC(=O)c2cc(OC)c(OC)cc2CC(=O)O)cc1OC	3.1	-27.8	-2.2	6.7	80.8	1.49	-1.0	-0.6	-0.636
O=C(c1cn(-c2ccccc2)nc1-c1cccnc1)N1CCCCC1	-3.3	nt	nt	3.0	82.1	0.615	nt	-0.5	0.178
CC(=O)N1CCc2cc(S(=O)(=O)NC(C(=O)NCc3ccccc3)C(C)C)ccc21 (centres undefined)	2.6	15.3	3.4	27.8	90.3	0.317	-1.3	-0.4	-0.106
CCn1c(Cc2ccccc2)nnc1SCC(=O)Nc1ccccc1	-6.7	-2.7	2.5	10.0	101.5	-0.642	-0.1	0.2	-0.0339
O=C(N1CCOCC1)C1(c2ccccc2)CCCCC1	-2.2	nt	0.7	10.9	87.7	0.166	-0.7	0.3	-0.178
CCSC1=C(C#N)C(c2ccc(OC)c(OC)c2)CC(=O)N1 (centres undefined)	6.3	-10.9	2.5	10.0	120.8	-0.21	0.5	-1.5	-0.5
COc1ccc(-n2nc3c(c2NC(=O)c2c(-c4ccccc4Cl)noc2C)CS(=O)(=O)C3)cc1	-1.1	nt	nt	11.5	124.7	0.686	nt	0.8	-0.371
COC(=O)Cc1nc2ccccc2[nH]1	-1.3	-46.6	-7.8	20.9	94.8	0.0517	-1.1	0.4	0.199
CCOC(=O)c1sc(NC(=O)c2c(C)noc2C)c(C(=O)OCC)c1C	-4.8	11.6	-0.9	4.4	70.5	0.531	-0.7	-0.2	0.423
Cc1ccc(C(C(=O)NCc2ccc(F)cc2)N(C(=O)c2csnn2)C2CC2)o1 (centres undefined)	-2.4	-2.0	1.6	19.5	70.2	-1.84	-1.4	-0.6	-0.566
COc1cc(OC)c(OC)cc1CN1CCN(c2ccccc2OC)CC1	18.6	nt	6.7	-0.1	120.5	-0.699	-1.0	23.4*	-0.0342
CCCn1c(=O)c(C(=O)Nc2ccccc2C(=O)OCC)c(O)c2ccccc21	14.8	11.1	-1.6	4.1	108.1	0.124	0.0	-0.3	-0.306
Cn1c(=O)c2c(SCC(=O)N3CCOCC3)nc(CC(C)(C)C)nc2n(C)c1=O	-12.8	-7.9	-5.0	9.1	66.7	-0.744	0.2	0.7	-0.0399
COCCn1c(SCC(=O)Nc2ccccc2)nc2c1c(=O)[nH]c(=O)n2C	-0.5	-29.9	0.1	11.4	94.0	0.222	-1.2	0.3	0.433
CCOC(=O)c1cc(NC(=O)OC)c(C)nc1C	9.9	nt	nt	12.6	82.5	0.314	nt	-1.2	0.291
O=C(NS(=O)(=O)c1ccccc1)c1ccccc1O	0.1	-2.7	0.7	13.1	95.8	-0.153	-0.8	-0.6	-1.07
CN1/C(=C\C(=O)Nc2cccnc2)c2ccccc2CC1(C)C	1.1	-9.0	2.6	1.0	97.3	0.634	-0.7	0.7	1.09

Random draw from the library, and some 9.2% of all compounds hit somewhere here.
